Source: PubChem (several laboratories)
STK33 kinase inh: inhibitors of purified STK33 kinase, primary screen, biochemical, ADP-Glo luminescence, homogeneous, cell-free. Serine/threonine-protein kinase 33 (Homo sapiens), Q9BYT3. MBP phosphorylation. inhibition, % at 10 µM. actives 0.073% (n = 320,000). AID 2661, 2010;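 active = inhibition at or above 25%, using the most active replicate where run in duplicate; inactive = inhibition below 25%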
Target sequence (Q9BYT3 whole entry, looked up): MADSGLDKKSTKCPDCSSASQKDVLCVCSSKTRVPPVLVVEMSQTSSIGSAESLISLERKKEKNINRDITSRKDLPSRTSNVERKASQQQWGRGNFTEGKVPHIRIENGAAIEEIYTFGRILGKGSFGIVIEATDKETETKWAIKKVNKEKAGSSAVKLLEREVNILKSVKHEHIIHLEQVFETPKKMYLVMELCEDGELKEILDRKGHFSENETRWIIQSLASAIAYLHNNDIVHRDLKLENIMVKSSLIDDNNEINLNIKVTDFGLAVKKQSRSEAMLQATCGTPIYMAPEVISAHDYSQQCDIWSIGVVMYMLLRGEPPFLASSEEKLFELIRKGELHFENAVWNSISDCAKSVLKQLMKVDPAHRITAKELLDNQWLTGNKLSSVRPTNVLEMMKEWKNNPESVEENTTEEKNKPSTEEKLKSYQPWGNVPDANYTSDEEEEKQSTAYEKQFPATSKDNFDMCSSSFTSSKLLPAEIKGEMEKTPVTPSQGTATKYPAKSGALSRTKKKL
Kir21 block: inhibitors of mouse Kir2.1 inward-rectifier potassium channel | Inward rectifier potassium channel 2 (Mus musculus), P35561 | HEK293-Kir2.1, FluxOR thallium flux fluorescence; active compounds read low | B-score at 10 µM | actives 0.85% (n = 310,000);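 active = fluorescence ratio B-score at or below minus 3 SD of library scores, with starting-brightness B-score within 2 SD, cut at about -4.2 in these data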;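 note: channel flux triggered by added potassium and thallium sulfate stimulus; B-score of peak minus minimum fluorescence over baseline after thallium stimulus; more negative B-score means stronger Kir2.1 block with less thallium influx; some compounds called inactive have numbers as strong as hits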
Target sequence (P35561 whole entry, looked up): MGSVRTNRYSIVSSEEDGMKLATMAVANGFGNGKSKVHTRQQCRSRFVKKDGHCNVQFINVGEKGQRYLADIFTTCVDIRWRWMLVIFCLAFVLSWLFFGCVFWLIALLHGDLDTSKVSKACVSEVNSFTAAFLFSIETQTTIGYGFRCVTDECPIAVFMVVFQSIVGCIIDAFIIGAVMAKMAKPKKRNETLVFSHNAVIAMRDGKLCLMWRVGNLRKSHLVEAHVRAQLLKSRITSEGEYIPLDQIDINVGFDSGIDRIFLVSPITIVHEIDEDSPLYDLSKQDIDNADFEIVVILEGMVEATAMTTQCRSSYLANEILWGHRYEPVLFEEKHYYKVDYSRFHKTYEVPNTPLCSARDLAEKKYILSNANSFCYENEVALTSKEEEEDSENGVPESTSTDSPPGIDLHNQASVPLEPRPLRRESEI
KCNQ2 block: KCNQ2 potassium channel inhibitors, primary screen, cell-based, CHO-K1, FluxOR thallium flux, B-score (AID 2156); Potassium voltage-gated channel subfamily KQT member 2 (Rattus norvegicus), O88943; 20 min; active compounds read low; B-score at 10 µM; actives 1.1% (n = 310,000);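 active = fluorescence ratio B-score at most minus 3 library SDs, with starting brightness B-score within 2 library SDs, cut at about -5.5 in these data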
* hit, by the source's call; i = inactive; . = no result given.

SMILES	STK33 kinase inh	Kir21 block	KCNQ2 block
CCC(=O)N1CCc2cc(Br)cc(S(=O)(=O)N3CCCC(C(=O)NC(C)(C)C)C3)c21 (stereo not given)	-2.4	0.89	i
Cc1cccc2sc(NC(=O)c3ccc(NS(=O)(=O)c4cccs4)cc3)nc12	0.1	0.6	i
CS(=O)(=O)Nc1ccccc1C(=O)Nc1cc2c(cc1C(=O)O)OCCCO2	-0.7	-0.81	i
O=[N+]([O-])c1nn(-c2ccccc2)n(O)c1=NC1CCN(Cc2ccccc2)CC1	-2.8	-0.86	i
Cc1[nH]c2ccccc2c1/C=N/NC(=O)CNC(=O)c1ccc2c(c1)OCO2	1.7	-0.34	i
C[N+](C)(C)CCCNC(=O)c1ccc(/C=N/O)nc1	.	-0.46	i
CCOc1ccc(OCC)c(NC(=O)C2CCN(S(=O)(=O)c3cnc[nH]3)CC2)c1	-1.3	2.7	i
CCCn1c(=O)cc(N)n(-c2ccc(OC(F)(F)F)cc2)c1=O	-1.1	-0.01	i
Cc1ccccc1C(=O)NCC(=O)NNC(=S)NC(=O)c1ccccc1C	-0.7	1.7	i
c1ccc(CCc2ccccc2-c2nc(-c3cccnc3)no2)cc1	0.9	-0.8	i

Not a retest: entries from further up.
SMILES	STK33 kinase inh	Kir21 block	KCNQ2 block
O=[N+]([O-])c1nn(-c2ccccc2)n(O)c1=NC1CCN(Cc2ccccc2)CC1	-2.8	-0.86	i
Cc1[nH]c2ccccc2c1/C=N/NC(=O)CNC(=O)c1ccc2c(c1)OCO2	1.7	-0.34	i
C[N+](C)(C)CCCNC(=O)c1ccc(/C=N/O)nc1	.	-0.46	i
CCOc1ccc(OCC)c(NC(=O)C2CCN(S(=O)(=O)c3cnc[nH]3)CC2)c1	-1.3	2.7	i
CCCn1c(=O)cc(N)n(-c2ccc(OC(F)(F)F)cc2)c1=O	-1.1	-0.01	i
Cc1ccccc1C(=O)NCC(=O)NNC(=S)NC(=O)c1ccccc1C	-0.7	1.7	i
c1ccc(CCc2ccccc2-c2nc(-c3cccnc3)no2)cc1	0.9	-0.8	i

Back to the main list, repeating the 2 entries before the break.
SMILES	STK33 kinase inh	Kir21 block	KCNQ2 block
Cc1ccccc1C(=O)NCC(=O)NNC(=S)NC(=O)c1ccccc1C	-0.7	1.7	i
c1ccc(CCc2ccccc2-c2nc(-c3cccnc3)no2)cc1	0.9	-0.8	i
O=C(c1ccc2c3c(cccc13)CC2)C1CCCN(Cc2ccc(OCCO)cc2)C1 (stereo not given)	-0.2	-1.3	i
CN(C)CCNC(=S)Nc1ccccc1Cl	-0.3	-0.43	i
O=C(Cn1cnc2scc(-c3ccc(F)cc3)c2c1=O)N1CCOCC1	0.8	-1.1	i
Cc1c(C(=O)N2CCC(C)CC2)sc2ncn(CC(=O)N3CCC(C)CC3)c(=O)c12	0.3	0	i
Cc1ccc(S(=O)(=O)NCCSc2nnnn2-c2cc(C)ccc2C)cc1	-3.0	1.3	i
CCOC(=O)C1=C(c2ccc(OC)cc2)C(=O)c2ccccc2C1=O	-0.8	0.37	i
CCCCN(c1nc2ccccc2nc1Cl)S(=O)(=O)c1ccc(C)cc1	-3.0	-1.6	i
O=C(Nc1cccc(F)c1)c1c(O)c2cccc3c2n(c1=O)CCC3	-0.5	-0.18	i
OCCN1CCN(C(=S)NC2CCCC2)CC1	1.2	1.2	i
Cc1cccc2sc(NC(=O)Cn3cccc3)nc12	-1.4	3	i
O=C(CCCN1C(=O)c2cccc3cccc(c23)C1=O)N1CCN(c2ccccn2)CC1	-1.9	-0.58	i
O=C(OCC(=O)N1CCN(c2ccccc2)CC1)C1=COCCO1	-0.1	-0.01	i
Cn1cnc2cc(NCc3ccccc3Cl)ccc21	0.1	-0.21	i
Cc1ccc2nc(-c3cccc(Br)c3)cc(C(=O)NC3=NCCS3)c2c1	-0.3	0.18	-7.3*
O=C(NCc1ccc2c(c1)OCO2)c1cc(F)c(F)cc1Cl	-0.9	0.3	i
CCOC(=O)c1sc(NC(=O)c2ccncc2)nc1C	2.0	-1.7	i
CCCCNS(=O)(=O)c1ccc(OC)c2ncccc12	-1.2	-1.1	i
CCCCNC(=O)/C(C#N)=c1\s/c(=C\c2ccccc2OC(F)F)c(=O)n1CCCOC	6.1	-1.1	i
CN1CCN(CC(=O)Nc2nc(-c3ccccc3)cs2)CC1	-0.6	3.4	i
Cc1nc(C)c(C(=O)O)c(-c2ccsc2)c1C(=O)O	0.6	0.95	i
COc1ccccc1NC(=S)N1CCCC1	0.1	0.62	i
N#CC1(NC(=O)CSc2nc3ncc(Cl)cc3[nH]2)CCCCC1	0.0	-1.4	i
O=C(NC1CCCCC1)C(c1ccncc1)N(Cc1ccc2c(c1)OCO2)C(=O)c1cnsn1 (stereo not given)	0.0	1.7	i
CSC1=NC2(C)CCCCC2C12C=CC(=O)C=C2 (stereo not given)	-0.8	-0.54	i
COc1ccccc1CCN=C(N)NS(=O)(=O)c1ccc(C)cc1	-1.3	-0.71	i
Cc1cc(C)cc(NC(=O)CN2C(=O)NC(C)(c3ccccc3)C2=O)c1 (stereo not given)	0.4	-0.11	i
C/C(=N/NC(=O)c1ccco1)c1cccc(NC(=O)c2ccc(C)o2)c1	-1.8	-0.05	i
Cc1ccc(N2C(=O)CC(NCc3ccc4c(c3)OCO4)C2=O)cc1Cl (stereo not given)	1.7	-2.7	i
Cc1cccc(OCC(=O)Nc2ccc(CN3CCOCC3)cc2)c1C	1.0	-0.01	i
Cc1ccc(C)c(CSc2nnc(C)c(=O)n2N)c1	0.8	-0.47	i
CCOC(=O)C1=C(N)N(c2ccccc2)C2=C(C(=O)CCC2)C1c1cccnc1 (stereo not given)	0.4	-0.87	i
COCCNC(=S)Nc1ccc2[nH]c(=O)[nH]c2c1	-0.6	1.5	i
C=CCC1(CC=C)CCCN1C(=O)CC1C(=O)NCCN1Cc1ccc(OC)c(OC)c1 (stereo not given)	0.4	0.33	i
CCOC(=O)c1cccc(S(=O)(=O)N(CCO)Cc2cc3cc(OC)ccc3[nH]c2=O)c1	.	1.7	i
Cc1c(NP(=O)(Oc2ccccc2F)Oc2ccccc2F)c(=O)n(-c2ccccc2)n1C	-0.5	0.44	i
CSc1nc2c(c(=O)[nH]1)C(c1cccc(Cl)c1Cl)CC(=O)N2 (stereo not given)	0.1	0.91	i
COc1cc(F)ccc1CN1CCC(n2nccc2NC(=O)C2CCOC2)CC1 (stereo not given)	-1.6	-0.12	i
O=c1c2ccccc2nc(SCc2nnc(-c3ccccc3)o2)n1-c1ccc(F)cc1F	-0.4	-0.8	-6.4*
COc1ccc(N(/N=C2\Sc3ccccc3C2=O)C(C)=O)cc1	.	-0.11	i
COc1ccccc1OCCNC(=O)c1cc(=O)[nH]c2ccccc12	1.9	-0.35	i
CCCCSc1nc2c(cc1C#N)CCC2	-0.1	1.2	i
CCOc1ccc(OCC)c(S(=O)(=O)n2cnc(C)c2)c1	-2.0	-0.78	i
Nn1c(-c2ccccn2)nnc1-c1ccccn1	-0.4	1.4	i
Cc1noc(C)c1C(=O)Nc1nnc(CC(C)C)s1	-3.0	-0.2	i
CCCCn1c(N)c(N(CCOC)C(=O)C2CCN(c3ncnc4sc(C)c(C)c34)CC2)c(=O)[nH]c1=O	-1.7	0.73	i
O=C(CSc1nnnn1-c1ccc(O)cc1)N1N=C(c2ccc3ccccc3c2)CC1c1ccccc1 (stereo not given)	-1.2	-0.02	i
COc1cccc(NC(=S)NN2C(C)CCCC2C)c1 (stereo not given)	-0.5	0.07	i
O=C(COc1ccc(-c2ccccc2)cc1)N/N=C/c1cc(O)ccc1Br	-1.1	-0.65	i
C/C(=N\NC(=O)c1cccnc1)c1ccc(OC2OCCOC2Oc2ccc(/C(C)=N/NC(=O)c3cccnc3)cc2)cc1 (stereo not given)	-0.8	-1.2	i
CCN(CC)CCNC(=O)c1ccc(NC(=O)c2ccccc2-c2ccc(C(F)(F)F)cc2)cc1	-1.9	-0.06	i
Additional entries:
SMILES	STK33 kinase inh	Kir21 block	KCNQ2 block
CC(C)c1ccc(NC2CCCN(C(=O)c3ccncc3)C2)cc1 (stereo not given)	-0.9	-0.28	i
CCN(CC)C(=O)c1c(-c2ccccc2)oc2ccc(O)cc12	-0.7	-3.8	i
Cc1ccc(C)c(NC(=S)NNC(=O)c2ccco2)c1	1.2	0.57	i
Cc1ccc(-c2nc(=S)c3c(n2Cc2ccco2)CC(C)(C)OC3)cc1	0.3	-0.98	i
Cc1ccc(OCCNC(=O)c2ccc3ccccc3n2)cc1	-0.3	2.2	i
C/C(=N/NC(=O)c1ccc(Br)o1)c1cccs1	-1.6	-0.26	i
O=C(OCCC1Oc2cccnc2NC1=O)c1ccc(F)cc1 (stereo not given)	0.0	-0.43	i
CC(C)OC(=O)CC(=O)CSc1nc2c(c(-c3cccs3)c1C#N)CCC2	-1.8	1.1	i
CCOC(=O)c1c(NC(=O)C(C)NCc2ccco2)sc2c1CCC(C)C2 (stereo not given)	-1.6	0.52	i
COC(=O)c1sccc1NC(=S)N1CCN(c2cccc(C)c2C)CC1	-0.4	-0.06	i
CCn1cc(C(=O)NCCCOC)c(=O)c2cc(S(=O)(=O)N3CCCC3)ccc21	-0.8	2	i
CCOC(=O)c1ccc(NNC(=O)CC)c([N+](=O)[O-])c1	.	2.1	i
CC(=O)Nc1cccc(NC(=O)CSc2nnc(Cc3cccn3C)n2-c2ccc(C)cc2)c1	0.5	-0.03	i
ONC(=Nc1ccccc1)C(=Nc1ccccc1)NO	-0.5	-0.84	i
N#Cc1ccccc1NC(=O)c1cc(=O)c2ccccc2o1	0.2	-0.26	i
NS(=O)(=O)c1ccc(CCNC(=O)C2CCC(Cn3c(=S)[nH]c4ccccc4c3=O)CC2)cc1 (stereo not given)	0.1	-0.07	i
Oc1ccc(-c2cc(-c3ccc(O)cc3)nc(-c3ccccc3)n2)cc1	0.3	0.87	i
O=S(=O)(Nc1ccc(F)cc1)c1ccc(NC(=S)Nc2ccccc2)cc1	0.4	-1.2	i
COc1ccc(OC)c(-c2csc(NC(=O)c3ccc4c(c3)OCO4)n2)c1	-0.3	-1.1	i
Cc1cc([N+](=O)[O-])nn1CC(=O)NC1CCCCC1	0.2	1.1	i
Cn1cc(C(=O)c2ccc(Cl)cc2Cl)cc1C(=O)N/N=C(\N)COc1ccc(Cl)cc1Cl	-2.1	2.6	i
CCn1cc(C(=O)NCCC(C)C)c(=O)c2cc(F)c(N3CCN(C)CC3)cc21	2.4	0.69	i
O=C(COc1ccc2c(c1)oc(=O)c1ccccc12)N[C@@H](Cc1c[nH]c2ccccc12)C(=O)O	-0.5	0.49	i
CC1CN(c2nc3ccccc3nc2C(C#N)C(=O)OC2CCCCC2)CC(C)O1 (stereo not given)	-0.8	-1.4	-5.9*
Cc1cc(C)n(-c2nc(C)nc(N)n2)n1	0.2	-1.3	i
CCOc1ccc(NC(=O)C2CCC(CNc3c(N4CCCCC4)c(=O)c3=O)CC2)cc1 (stereo not given)	2.3	-0.01	i
COc1cc(-c2noc(C)c2C#CCO)cc(OC)c1OC	1.6	2.2	i
Cc1cc(C)cc(NC(=O)C2CCCN(S(=O)(=O)c3c(C)noc3C)C2)c1 (stereo not given)	-0.2	-0.34	i
Cc1ccc2c(c1)c(N=NC(N)=S)c(O)n2Cc1ccccc1	-0.8	-0.1	i
COc1ccc(OCCSc2nc3nc(C)cc(C)n3n2)cc1	-0.5	2.8	i
COc1ccc(C(C(=O)NCc2ccccc2)N(Cc2ccco2)C(=O)c2cnccn2)cc1 (stereo not given)	-1.8	-1.3	i
CC1CCCC(C)N1C(=O)CSc1nnc(COc2ccc(F)cc2)o1 (stereo not given)	-0.1	2.4	i
CCC(C)C(=O)Nc1ccc(OC)cc1[N+](=O)[O-] (stereo not given)	-0.5	0.87	i
CN1C(=O)C2C(c3ccc(N(C)C)cc3)=NN(Cc3ccccc3)C2C1=O (stereo not given)	-1.4	-1.6	i
O=C(NCCCN1CCCC1=O)c1nnc(Cc2c(F)cccc2Cl)o1	-2.2	-1.1	i
O=C(N/N=C/c1ccc(N2CCOCC2)cc1)c1ccccn1	2.7	0	i
CC1CCc2c(sc(NC(=O)CSc3ncn[nH]3)c2C#N)C1 (stereo not given)	5.9	0.48	i
O=C(Cn1cnc2ccccc2c1=O)NNC(=O)c1ccccc1	-0.7	-0.08	i
Cc1cnc(C(=O)Nc2ccc(OC(F)(F)F)cc2)cn1	-1.4	1.2	i
NS(=O)(=O)c1ccc(CNC(=O)c2ccc3c(=O)n4c(nc3c2)CCC4)cc1	-2.0	-0.92	i
CCc1nc(SCc2ccc(F)cc2)n[nH]1	-1.0	-0.52	i
CCc1nnc(NC(=O)CCC(=O)NC2CCCCCC2)s1	0.0	-0.66	i
CC(C)CSc1n[nH]c(=S)s1	0.0	-0.04	i
C=C(C)CNC(=S)N1CCNC(=O)C1CC(=O)OC (stereo not given)	-1.0	-0.06	i
COc1ccc(NC(=O)COC(=O)c2ccc(OCc3c(C)noc3C)cc2)cc1OC	-2.0	-0.49	i
O=C(NC1CCCCC1)N(CCN1CCCC1)Cc1cc2cc3c(cc2[nH]c1=O)OCCO3	-3.2	-0.07	i
COc1cc(/C=C/C(=O)Nc2cccnc2)cc(OC)c1OC	0.6	0.3	i
COc1ccccc1NCCC(=O)O	-3.5	1.2	i
